SRC1 TRFRET art – flags TR-FRET format artefacts in PPARgamma SRC-1 recruitment agonist screen. TR-FRET detection artefact counter-screen, emission ratio; active compounds read high. TR-FRET ratio at 8 µM. hit rate 0.34% among 99,000; in the data active = TR-FRET ratio above about 2300; also: inactives centre near 1800; reference of the scale not given here
SRC3 TRFRET art – TR-FRET artefact, counter-screen to PPARgamma/SRC-3 agonist assay | PPARgamma/SRC-3 format; active compounds read high | TR-FRET ratio at 8 µM | hit rate 0.39% among 99,000 | AID 1048; in the data active = TR-FRET ratio above about 2000; also: inactives centre near 1600; reference of the scale not given here
Numbers without * were called inactive.

structure	SRC1 TRFRET art	SRC3 TRFRET art
Clc1ncccc1-c1nc2ccccc2s1	1567	1454
O=C(c1sc(N2CCOCC2)nc1-c1ccccc1)N1CCCCC1	1890	1698
O=C1c2ccccc2C(=O)N1c1ccc(Br)c2cccnc12	2003	1740
S=C(NCCc1ccccc1)Nc1ccc(Nc2ccccc2)cc1	1642	1623
CCN(CC)S(=O)(=O)c1ccc(Cl)c(C(=O)Nc2ccc(Cl)cc2[N+](=O)[O-])c1	1563	1568
CCn1c2ccccc2c2cc(CN3CCN(S(=O)(=O)CC)CC3)ccc21	1952	1469
COc1ccc(CNC(=O)C(=O)NCc2ccncc2)cc1	1856	1645
Cc1ccc(Cl)cc1NC(=S)N(Cc1cccnc1)Cc1ccccc1Cl	1554	1400
COc1cc2c(C)nc3c(c(C)nn3-c3ccccc3)c2cc1OC	1665	1496
O=C(CN1CCCC1)Nc1ccc2c(c1)CCC2	1890	1437
CCOc1cc(-c2noc(CCCC(N)=O)n2)cc(Br)c1OC	1778	1408
Cc1ccccc1C(=O)NC1CCN(CC(=O)Nc2ccc3c(c2)OCO3)CC1	1600	1466
Cc1ccc(CNC(=O)COc2ccc(C)nc2[N+](=O)[O-])cc1	1807	1367
Cc1cccc(C)c1NC(=O)CC(NCCc1ccccc1)C(=O)O (centres undefined)	1615	1511
CC(NC(=O)COc1ccccc1-c1ccccc1)c1ccccc1 (centres undefined)	1534	1517
Brc1cccc2sc(N3CCN(c4ccccc4)CC3)nc12	1654	1507
CCOc1ccccc1NC(=O)Nc1ccc(Cl)cc1	1756	1618
Nn1c(SCCOc2ccc(Cl)cc2)nnc1-c1cccnc1	1865	1797
S=C(NC1CCCCC1)NN1CCOCC1	1824	1506
COc1ccc(C(=O)NC(=S)Nc2ccc3oc(=O)ccc3c2)cc1	1737	1474
COc1ccc(N2CCN(C(=O)c3cccc4nc(C)oc34)CC2)cc1	1606	1421
Cc1ccc(-n2nnnc2SC(C(=O)c2c[nH]c3ccccc23)c2ccccc2)cc1 (centres undefined)	1834	1639
O=C(NCCCc1ccccc1)Nc1cccc(Cl)c1	1792	1551
CCc1nnc(NC(=O)[C@@H](NC(=O)c2ccc(C(C)(C)C)cc2)C(C)C)s1	1610	1507
O=C(CCS(=O)(=O)c1cccc2nsnc12)N1CCN(C(=O)c2ccco2)CC1	1904	1783
Cc1[nH]c2ccccc2c1C(=O)C(=O)NCCCn1ccnc1	1503	1450
O=C(COc1ccccc1[N+](=O)[O-])N/N=C/c1ccncc1	1726	1579
Cc1ccsc1C(=O)Nc1cccc(S(=O)(=O)N(C)C)c1	1663	1622
COc1ccc(OCC(=O)NC(=S)Nc2ccc3c4c(cccc24)CC3)cc1	2059	2132*
COc1ccc(CNc2nc(-c3cccnc3)nn2C(=O)CC(C)C)cc1	1870	1483

Looked up above:
SRC1 TRFRET art result of `Brc1cccc2sc(N3CCN(c4ccccc4)CC3)nc12` reads 1654
SRC1 TRFRET art result of `O=C1c2ccccc2C(=O)N1c1ccc(Br)c2cccnc12` reads 2003

The listing continues:
structure	SRC1 TRFRET art	SRC3 TRFRET art
CCOc1cc(C(=O)NCCN2C(=O)S/C(=C\c3cccnc3)C2=O)cc(OCC)c1OCC	1726	1381
O=C(N/N=C/c1c[nH]c2ccc(Br)cc12)c1ccncc1	1781	1544
COc1cc(C(=O)NC(=S)Nc2ccc([N+](=O)[O-])cc2)cc(OC)c1OC	1870	1757
CCCC(=O)Oc1ccc(N(C(=O)CCC)S(=O)(=O)c2cccc([N+](=O)[O-])c2)cc1	1928	1656
O=C(c1ccc(S(=O)(=O)N2CCOCC2)cc1)N1CCN(c2ccccn2)CC1	1930	1669
COc1ccccc1/C=N/N1C(=O)C(CC(=O)Nc2ccc([N+](=O)[O-])cc2OC)SC1=Nc1cccc(C)c1C (centres undefined)	1573	1649
Cn1c(=O)oc2cc(S(=O)(=O)NCCC(=O)Nc3ccc4c(c3)OCCO4)ccc21	1792	1366
c1ccc(CN2CCN(CCN3CCn4c3nc3ccccc34)CC2)cc1	1898	1415
CCCCNC(=S)N(C)/N=C/c1ccc(F)cc1	1859	1563
COCC1CCCCN1Cc1cn[nH]c1-c1ccc(OC)cc1OC (centres undefined)	1691	1695
C/C(CC(=O)NC1CCCC1)=N\NC(=O)c1ccc([N+](=O)[O-])c(Cl)c1	1594	1560
CCCC(=O)C1C(=O)CC(C)(C)C(c2cc(C)no2)C1=O (centres undefined)	1814	1647
O=C(N/N=C1\CCc2ccccc21)c1ccccc1O	1838	1603
O=C(COC(=O)Cn1cnc2ccccc2c1=O)Nc1cc(Cl)ccc1[N+](=O)[O-]	1914	1541
CC(C)c1ccc(/C=C/C(=O)NCCC2=CCCCC2)cc1	1556	1660
Cc1ccc(-c2nc3ncccc3o2)cc1NC(=O)CC(C)C	1640	1426
CCCCCOC(=O)c1ccccc1C(=O)O	1705	1789
COc1ccc(C)cc1NC(=O)C(OC(=O)CNC(=O)c1cc(C)cc(C)c1)c1ccccc1 (centres undefined)	1745	1454
O=C(O)c1csc(-n2nc(-c3ccccc3)cc2C(F)(F)F)n1	1580	1632
CCC(=O)Nc1ccc(N2CCN(C(=O)c3cccs3)CC2)cc1	1814	1596
CC12CCC(C(N)=O)(C1Br)C2(C)C (centres undefined)	2071	1513
CC1CN(S(=O)(=O)c2cccc(C(=O)Nc3ccc4c(c3)CCC4)c2)CC(C)O1 (centres undefined)	1855	1675
O=C(NCCc1ccc(F)cc1)C1CCCCC1	1557	1575
Cc1ccc2[nH]c(O)c(N=NC(=O)C(C)n3cnc4ccccc4c3=O)c2c1 (centres undefined)	1739	1631
Nc1nnc(-c2ccc(Cl)c(Cl)c2)s1	1487	1511
Cc1cc(C)c(S(=O)(=O)Nc2ccc(C(N)=O)cc2)c(C)c1	1773	1624
O=C(CCCc1nc(-c2ccccc2Cl)no1)NCc1cccnc1	1817	1673
CC1CCc2cc(F)ccc2N1C(=O)CSc1nnc2c3cc(F)ccc3n(C)c2n1 (centres undefined)	1610	1627
CC(=O)c1ccc(NC(=S)Nc2ccn(Cc3ccc(Br)cc3)n2)cc1	1874	1563
CCC(Sc1ccccn1)C(=O)Nc1cccc([N+](=O)[O-])c1 (centres undefined)	2019	1764

In the list so far, these contain fluorine:
structure	SRC1 TRFRET art	SRC3 TRFRET art
CCCCNC(=S)N(C)/N=C/c1ccc(F)cc1	1859	1563
O=C(O)c1csc(-n2nc(-c3ccccc3)cc2C(F)(F)F)n1	1580	1632
O=C(NCCc1ccc(F)cc1)C1CCCCC1	1557	1575
CC1CCc2cc(F)ccc2N1C(=O)CSc1nnc2c3cc(F)ccc3n(C)c2n1 (centres undefined)	1610	1627

Complete entries, quoted from the list.
CC1CN(S(=O)(=O)c2cccc(C(=O)Nc3ccc4c(c3)CCC4)c2)CC(C)O1 (centres undefined) is entered as SRC1 TRFRET art: 1855; SRC3 TRFRET art: 1675
O=C(N/N=C/c1c[nH]c2ccc(Br)cc12)c1ccncc1 is entered as SRC1 TRFRET art: 1781; SRC3 TRFRET art: 1544
C/C(CC(=O)NC1CCCC1)=N\NC(=O)c1ccc([N+](=O)[O-])c(Cl)c1 is entered as SRC1 TRFRET art: 1594; SRC3 TRFRET art: 1560

(listing goes on)
structure	SRC1 TRFRET art	SRC3 TRFRET art
CCn1c([N+](=O)[O-])nc2c1c(=O)[nH]c(=O)n2C	1860	1799
Nc1ccc2nc(CCCCCCc3nc4ccc(N)cc4[nH]3)[nH]c2c1	1695	1509
COc1cc(C(=O)OCC(=O)Nc2ccc(SC(F)F)cc2)cc(OC)c1OC	1625	1770
O=C(Cc1ccccc1F)OCC(=O)N1CCN(C(=O)c2ccco2)CC1	1479	1433
CCc1cc(C(c2ccc(OC)c(OC)c2)N2CCOCC2)c(NC(=O)c2ccccc2)s1 (centres undefined)	1877	1683
CC(C)(C)c1ccc(CS(=O)CC(O)CO)cc1 (centres undefined)	1669	1472
CN(C)S(=O)(=O)c1ccc(C(=O)NC(=O)CSc2ccccc2)cc1	1814	1443
COc1ccc(N(C)C(=S)Nc2ccc3nc(C)c(C)nc3c2)cc1	1549	1427
NC(=O)c1ccccc1NC(=O)/C=C/c1ccccc1	1793	1490
CC(C)(C)NC(=O)Nc1ccc(Cn2cc(C(F)(F)F)ccc2=O)cc1	1883	1679
O=C(Nc1ccc(Cl)c(Cl)c1)Nc1ccccc1C(=O)O	1816	1676
CCc1ccc(CN(C)CC(=O)Nc2sccc2C#N)cc1	1596	1397
COc1ccc(-c2ccc(S(=O)(=O)NCC3CCCO3)cc2)cc1 (centres undefined)	1839	1535
c1ccc2c3c(c(CN4CCCC4)cc2c1)COC3	1721	1565
Cc1ccc(S(=O)(=O)Nc2ccc3c(c2)CCC3)cc1C	1689	1682
COc1ccc(/C=N/NC(=O)c2cccc(OC(F)(F)C(F)F)c2)cc1O	1602	1541
Cn1cccc1CNC(=S)Nc1ccccc1Cl	1935	1485
Cc1cc(C(=O)Cn2nc(C(=O)O)c3ccccc3c2=O)c(C)n1C1CC1	1538	1510
N#Cc1cc2cc3c(cc2nc1NCCNC(=S)NCCCN1CCOCC1)OCO3	1749	1769
Oc1cccc2cc3cccc(O)c3c(O)c12	1888	1602
CCn1c(CCC(=O)Nc2cc(F)ccc2C)nc2cc(S(=O)(=O)N(C)C)ccc21	2122	1765
Cc1ccc(S(=O)(=O)NCCc2nnc3ccc(SCc4cccnc4)nn23)cc1	1898	1333
CCCCN1C(=O)NC(NC(=O)C2CC2)(C(F)(F)F)C1=O (centres undefined)	1932	1434
COc1ccc(CNC(=O)COC(=O)Cc2ccsc2)cc1	1754	1301
CC(C)Sc1nnc(CNC(=O)C23CC4CC(CC(C4)C2)C3)n1C1CCCCC1	1737	1495
CCOc1ccccc1Nc1nc(N)nc(CN2CCCCC2C)n1 (centres undefined)	1720	1754
COc1cccc(CNC(=O)C2CCCN(c3nn4c(=O)cc(C)nc4s3)C2)c1 (centres undefined)	1804	1345
Cc1cc(/C=N/NC(=O)c2c(Br)cnn2C)c(C)n1-c1cccc(Br)c1	1987	1605
Cc1cccc(NC(=O)CN2C(=O)N/C(=C/c3cc(C)n(-c4ccncc4)c3C)C2=O)c1	1615	1447
CCOC(=O)C1=C(C)Nc2ccccc2N=C1NC(=O)Cc1ccc(OC)cc1	1802	1598

Continued.
structure	SRC1 TRFRET art	SRC3 TRFRET art
COc1ccccc1/C=C/C1NC(=O)NC(C)=C1C(=O)OC(C)C (centres undefined)	1832	1451
COc1ccc(NC(=S)NCCN2CCOCC2)cc1	1716	1437
CCSc1nc2ccc(C)cc2cc1C#N	1708	1460
CC(C)NC(=O)C1(c2ccccc2)CC1(Cl)Cl (centres undefined)	1742	1374
O=C(CN1CCC(n2cnc3cc(F)ccc32)CC1)Nc1ccccc1Br	1398	1227
COc1ccc(Cl)cc1NC(=O)c1cccc(NC(=O)CCC(=O)O)c1	1758	1476
COC(=O)Cn1c(=NC(=O)CSC(C)=O)sc2ccccc21	1819	1776
Nc1nc(N2CCN(Cc3ccccc3)CC2)n[nH]1	1623	1357
CC(=O)/C(=N/Nc1ccc(Br)cc1)Sc1cccc2cccnc12	1651	1449
Cc1nnc(SCC(=O)Nc2ccc(Cl)cn2)s1	1690	1556
O=C(CN1CCCC1)Nc1ccc(Br)cc1	1784	1454
Cc1ccc(NC(=O)C(c2ccc(Cl)cc2Cl)N2CCCC2)cc1 (centres undefined)	1777	1632
S=C1NC(c2ccccc2)=CC(c2ccccc2)N1 (centres undefined)	1987	1631
O=C(N/N=C/c1cccc([N+](=O)[O-])c1)c1cc2ccccc2o1	1737	1582
CSC(=NC1CCCCC1)NS(=O)(=O)c1ccccc1	1659	1585
COc1ccc(OC)c(NC(=O)c2cc3c(Cl)nc4ccccc4c3s2)c1	1927	1388
CCN1CN(CCc2ccccc2)CNC1=S	1816	1585
CC(=O)N1c2ccccc2C2(O)N=C(C)SC12 (centres undefined)	1967	1653
CCc1cc2c(=O)c(-c3nc4ccccc4n3C)c(C)oc2c(CN2CCN(C)CC2)c1O	1922	1658
COc1ccc(CNC(=O)CSc2nnc(-c3cccnc3)n2N)cc1	1831	1747
CC(=O)/C=C(\C)NCCNc1c(F)c(F)c(CO)c(F)c1F	1840	1312
CCC/C(=N\NC(=O)Cc1csc(N2CCOCC2)n1)c1ccccc1	1726	1412
O=C(NCC(c1cccnc1)N1CCOCC1)NC1CCCCC1 (centres undefined)	1600	1348
O=S(=O)(NC1CCN(Cc2ccccc2)CC1)c1ccc2ccccc2c1	1764	1707
O=c1c(Cl)c(NCc2ccccc2Cl)cnn1C12CC3CC(CC(C3)C1)C2	1758	1614
COCCn1nnnc1C(c1cccs1)N1CCCC(C)C1 (centres undefined)	1373	1540
CCN(CC)S(=O)(=O)c1cccc(NC(=O)COC(=O)CCC(=O)c2ccc(F)cc2)c1	1790	1654
Fc1ccc(NC(=S)NC2CCCCC2)c(F)c1F	2079	1631
CC(C)CN(CC(C)C)C(=O)CCCC(=O)N(CC(C)C)CC(C)C	1877	1520
C/C(=N\NC(=O)C1(C)CC1(Br)Br)c1cccc(NC(=O)C2CCC2)c1 (centres undefined)	1821	1668

Later entries:
structure	SRC1 TRFRET art	SRC3 TRFRET art
Nc1nnc(SCC(=O)Nc2ccc3nc(SCC(=O)Nc4ccccc4)sc3c2)s1	1869	1725
COc1ccc(CN=C(N)N=C(N)N)cc1Cl	1978	1633
COc1cc(/C=N/NC2=NC(C)(C)Cc3ccccc32)cc(OC)c1OC	1800	1607
COc1ccccc1/C=C/C=N/NC(=O)Cc1cccn1C	1656	1709
COc1cc(/C=C/C(=O)CC(=O)/C=C/c2ccc(O)c(OC)c2)ccc1O	1913	1544

Some of the compounds tested (hit frequency here may not be typical).
